Screening data (PubChem)
DDE Tn6 FP inh = inhibitors of Tn6 peptide binding to human fibrin DD(E) | Fibrin DD(E) TRITC-Tn6 fluorescence polarization displacement | inhibition, % at 8.3 µM | actives 0.21% (n = 370,000) | AID 720509;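 active means inhibition above a per-campaign cutoff: mean of compounds within control limits plus 3 SD, cut at about 15% in these data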;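 further: 0% = median of all compound wells on the plate and 100% = blocking peptide control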
FXN GAA850 act = frataxin GAA850 promoter activation; HEK293 lucGAA850 FXN promoter luciferase reporter, 24 h; percent of 10 µM SAHA response; actives 0.56% (n = 360,000); activation, % at 6 µM;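 active means activation above the average of all compounds screened plus 3 SD, cutoff fixed separately per campaign, cut at about 7.5% in these data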;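 further: 0% = DMSO wells and 100% = 10 µM SAHA wells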
proKLK7 act = activators of human kallikrein-7 zymogen. P49862. purified proKLK7, EDANS-DABCYL substrate fluorescence; 100% is mature enzyme control, 0% vehicle. activation, % at 7 µM. actives 0.9% (n = 370,000). AID 652039;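 active means activation above the mean of all tested compounds plus 3 SD, computed per campaign excluding outliers beyond control limits, cut at about 13% in these data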
Target sequence (P49862 whole entry, looked up): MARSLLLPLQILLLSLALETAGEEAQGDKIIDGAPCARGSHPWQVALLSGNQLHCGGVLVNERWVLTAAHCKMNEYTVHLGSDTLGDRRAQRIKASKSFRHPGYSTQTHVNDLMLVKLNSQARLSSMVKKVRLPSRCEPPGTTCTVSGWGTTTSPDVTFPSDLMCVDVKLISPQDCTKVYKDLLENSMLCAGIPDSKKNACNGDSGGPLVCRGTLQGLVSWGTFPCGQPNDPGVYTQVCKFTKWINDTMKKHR
GC-A act = GC-A (human) enzyme activation; activation, % at 10 µM; actives 0.14% (n = 370,000); P16066; HEK293 GC-A cells, cGMP TR-FRET, EC30 ANP; 0% at EC30 ANP, 100% saturating ANP; in the data active means activation above about 40%
HGIII-sPLA2 inh = Blocks human group III sPLA2 activity. actives 0.56% (n = 370,000). inhibition, % at 12.2 µM. QFRET BODIPY PC-A2 liposome hydrolysis, fluorescence;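 active means inhibition above mean plus 3 SD of compounds lying within the high and low control bounds, cut at about 19% in these data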;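 further: 0% = median of test compound wells and 100% = no enzyme DMSO wells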
ADAM10 inh = inhibits human ADAM10; O14672; recombinant ADAM10, EDANS/DABCYL FRET peptide cleavage, 3 h; inhibition, % at 7 µM; actives 0.62% (n = 370,000); AID 720582;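 active means inhibition above a per-campaign cutoff equal to the mean of compounds falling between control-based bounds plus 3 SD, cut at about 20% in these data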;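 further: 0% = DMSO wells while the 100% control is not disclosed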
ASAP1 inh = ASAP1 ArfGAP inhibition; Q9ULH1; ASAP1-stimulated ARF1 GTP hydrolysis, GDP FP detection; inhibition, % at 16.5 µM; actives 0.19% (n = 360,000); AID 624377; in the data active means inhibition above about 25%;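 further: 0% = vehicle with enzyme and substrate and 100% = no enzyme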
Target sequence (Q9ULH1 325-724 limits assumed): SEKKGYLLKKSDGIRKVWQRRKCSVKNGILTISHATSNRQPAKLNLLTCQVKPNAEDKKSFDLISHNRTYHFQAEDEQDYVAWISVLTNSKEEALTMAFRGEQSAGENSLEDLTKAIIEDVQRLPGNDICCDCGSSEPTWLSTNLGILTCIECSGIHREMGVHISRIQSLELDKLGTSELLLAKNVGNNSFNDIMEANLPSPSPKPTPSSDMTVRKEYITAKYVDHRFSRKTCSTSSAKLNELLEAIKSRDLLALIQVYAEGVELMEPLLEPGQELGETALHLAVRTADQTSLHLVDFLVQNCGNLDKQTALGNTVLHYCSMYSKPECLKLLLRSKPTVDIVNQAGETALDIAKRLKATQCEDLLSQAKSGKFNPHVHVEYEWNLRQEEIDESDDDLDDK
ARFGAP1 inh = inhibits rat ARF GTPase activating protein 1; Arfgap1-stimulated ARF1 GTP hydrolysis, GDP FP detection; Q62848; inhibition, % at 16.5 µM; actives 0.26% (n = 360,000);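 active means inhibition above a per-plate limit, mean inhibition of low control wells plus 3 SD, cut at about 25% in these data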;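 further: 0% = DMSO wells with enzyme and 100% = wells lacking Arfgap1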
Target sequence (Q62848 1-136 limits assumed): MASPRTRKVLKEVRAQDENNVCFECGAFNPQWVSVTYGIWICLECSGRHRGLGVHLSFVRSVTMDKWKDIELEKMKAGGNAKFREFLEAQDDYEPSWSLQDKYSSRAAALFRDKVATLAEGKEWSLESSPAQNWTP
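System: truncated rat Arfgap1 GAP domain / Benchmarks: high control wells lacking Arfgap1, low control full reaction with DMSO / Times: compound-enzyme preincubation 20 min, reaction 120 min, detection 60 min, 25 °C / Repeats: one replicate per compound / Also added: human ARF1(Δ1-17)-GTP substrate / Measured by: Tracer-displacement fluorescence polarization with EDTA stop, 620/688 nm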
GC-B act = GC-B (human) receptor activation | P20594 | HEK293-GC-B cells, CNP EC30, cGMP TR-FRET; 0% at EC30 CNP, 100% saturating CNP | activation, % at 10 µM | actives 0.11% (n = 370,000) | AID 1920062;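 active means activation at 10 µM reaching about 35% in either raw or pattern-adjusted values, limit read from the data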
rCAG binder = r(CAG) repeat RNA binding; TO-PRO-1 dye displacement fluorescence; inhibition, % at 3 µM; actives 1.3% (n = 370,000);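 active means inhibition above the plate cutoff, the mean of all test compounds on that plate plus 3 SD, cut at about 35% in these data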;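 further: 0% = DMSO alone and 100% = 100 µM mitoxantrone as full dye displacement; higher means more dye released from RNA so lower well fluorescence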
An asterisk follows results filed as active; nt = not tested or not shown.

1) Clc1ccc(-c2nc3ccc(Br)cn3c2Cc2ccsc2)cc1
2) O=C1c2ccccc2C(=O)N1CN(C(=O)COc1ccccc1)c1ccc(F)cc1
3) Cc1ccccc1-n1c(=O)cc(N2CCc3ccccc3C2)[nH]c1=O
4) CCOC(=O)N/N=C1\CCS(=O)(=O)c2ccc(Cl)cc21
5) Cc1ccc(S(=O)(=O)N2[C@@H](c3ccc(Cl)cc3)C(C(=O)O)=CC[C@H]2c2ccc(Cl)c(Cl)c2)cc1
6) O=C1C[C@@H](C(=O)Nc2ccc(Cl)cc2)[C@@H](c2ccccc2)O1
7) COc1ccc(-n2c(SCC(=O)C(C)(C)C)nc3ccsc3c2=O)cc1
8) NS(=O)(=O)c1ccc(CNC(=O)/C=C/c2ccc(S(=O)(=O)N3CCOCC3)cc2)cc1
9) COc1ccc(/C=C/C(=O)Nc2ccc(S(=O)(=O)Nc3cc(C)nc(C)n3)cc2)cc1OC
10) CCOC(=O)/C(C#N)=N/Nc1ccccc1C#N
Compound	1	2	3	4	5	6	7	8	9	10
GC-A act	5	-8	2	1	-2	1	0	-2	-1	-4
ADAM10 inh	-4	4	-17	0	14	0	-5	13	-144	-2
FXN GAA850 act	nt	-0.9	-2.4	0.8	-0.5	nt	0.3	-1.1	0.9	0.5
GC-B act	-4	-4	-3	1	2	8	2	-4	-2	0
ARFGAP1 inh	-2	-4	4	0	-18	nt	8	-9	4	-4
rCAG binder	43*	-1	1	3	86*	1	-3	6	20	3
proKLK7 act	0.3	0.2	0.5	0.2	0.6	0.8	-0.2	-0.1	2.1	0.2
HGIII-sPLA2 inh	-19	-4	-2	0	-150	-6	3	1	-15	-4
DDE Tn6 FP inh	3	1	4	6	-3	-6	-1	-1	3	5
ASAP1 inh	-20	-8	21	6	-3	nt	-4	15	8	7

11) CC(C)(C)OC(=O)N1CCCC(C(=O)Nc2cccc(C(=O)NCCCc3ccccc3)c2)C1 (stereo not given)
12) O=C(Nc1ccc(NC(=O)c2ccco2)cc1)c1ccc2c(c1)OCCO2
13) Cc1ccc(-c2csc(N(C)C(=O)c3c(C)nn(-c4ccccc4)c3Cl)n2)cc1
14) COCCN1C2=C(COC(C)(C)C2)C(=S)NC1c1ccccc1 (stereo not given)
15) COC(=O)c1ccc(COc2ccccc2/C=C(\C#N)C(=O)Nc2c(C)cc(C)cc2C)cc1
16) Cn1c(SCC(=O)c2ccc3c(c2)Cc2ccccc2-3)nnc1-c1ccccc1
17) O=c1/c(=C/c2ccc([N+](=O)[O-])cc2)sc2n1CCCN=2
18) O=C(Cc1csc(NC(=O)Nc2ccc(Cl)cc2)n1)NC1CCCC1
19) CC(OC(=O)[C@@H](NC(=O)OCc1ccccc1)C(C)C)C(=O)Nc1ccc(N2CCOCC2)cc1 (stereo not given in full)
20) Cc1ccc(-n2c(Cc3cccn3C)nnc2SCC(=O)N2CCc3ccccc32)cc1
Compound	11	12	13	14	15	16	17	18	19	20
GC-A act	-2	-5	nt	0	-8	1	-2	4	-1	-15
ADAM10 inh	10	-18	-6	-18	-9	10	-4	5	-3	3
FXN GAA850 act	-1.7	-7.5	-0.3	1.9	-1.8	1.5	1.3	2.5	-2.7	-0.9
GC-B act	4	0	nt	-1	-2	-11	-6	-9	9	-16
ARFGAP1 inh	0	4	16	-7	-4	-8	6	7	-8	0
rCAG binder	2	-2	2	-4	2	11	11	40*	-2	-3
proKLK7 act	-0.4	2.1	0.0	0.4	-0.5	-0.3	-0.4	0.6	0.1	1.3
HGIII-sPLA2 inh	-19	12	2	10	2	-8	4	-24	9	-11
DDE Tn6 FP inh	-3	1	-4	-1	-2	1	1	-17	-4	0
ASAP1 inh	6	13	4	-3	-9	-4	11	-2	-1	-4

21) Cc1cc(OCC(=O)N(C)C2CCCCC2)cc(C)c1Cl
22) CCN1CCN(c2ccc(S(=O)(=O)N3CCCCC3)cc2NC(=O)c2cccc(C)c2)CC1
23) COc1ccccc1-c1sc2cc3c(cc2c1C#Cc1cncn1C)OCO3
24) O=C(Cc1ccc(Cl)cc1)Nc1ccc2c(c1)C(=O)NC2=O
25) O=S(=O)(NC(=NCc1ccccc1)c1ccccc1F)c1ccccc1
26) O=C(CN1CCN(S(=O)(=O)c2ccc(F)cc2)CC1)Nc1ccc2c(c1)OCCO2
27) CCc1ccccc1NC(=O)CN1CCN(C(=O)C(C)NC(=O)c2ccc(Cl)cc2)CC1 (stereo not given)
28) O=C(CCS(=O)(=O)Cc1ccc(Cl)cc1)NCCc1ccccc1
29) CN(CC(=O)Nc1cccc2ccccc12)C(=O)c1ccc(F)cc1F
30) CCc1cc(=O)oc2cc(OC(C)C(=O)N3CC[C@@]4(O)CCCC[C@H]4C3)ccc12 (stereo not given in full)
31) Cc1ccc(NC(=O)CC2Oc3ccc(C)cc3NC2=O)c(C)c1 (stereo not given)
Compound	21	22	23	24	25	26	27	28	29	30	31
GC-A act	-5	5	-3	4	-4	-1	2	2	0	0	-1
ADAM10 inh	4	6	-109	-185	-13	8	0	7	-8	-152	-4
FXN GAA850 act	4.6	0.7	-0.3	-2.4	0.6	-1.1	-1.4	1.2	-0.4	0.1	-0.8
GC-B act	-2	-2	-8	1	-2	-1	5	1	0	-2	0
ARFGAP1 inh	1	6	12	2	1	12	13	1	7	-13	-8
rCAG binder	-6	-2	11	5	-3	1	-9	4	1	-4	-1
proKLK7 act	0.0	0.6	-24	-129	-0.3	-0.1	-0.4	-0.2	0.1	0.3	0.2
HGIII-sPLA2 inh	-6	-14	-11	-5	3	-4	-1	-3	-4	0	3
DDE Tn6 FP inh	-7	-2	-2	0	6	1	-17	5	1	-1	5
ASAP1 inh	2	6	15	-2	-7	7	5	-4	3	14	8

Of the compounds above, these contain a Cl atom:
1) Clc1ccc(-c2nc3ccc(Br)cn3c2Cc2ccsc2)cc1
4) CCOC(=O)N/N=C1\CCS(=O)(=O)c2ccc(Cl)cc21
5) Cc1ccc(S(=O)(=O)N2[C@@H](c3ccc(Cl)cc3)C(C(=O)O)=CC[C@H]2c2ccc(Cl)c(Cl)c2)cc1
6) O=C1C[C@@H](C(=O)Nc2ccc(Cl)cc2)[C@@H](c2ccccc2)O1
13) Cc1ccc(-c2csc(N(C)C(=O)c3c(C)nn(-c4ccccc4)c3Cl)n2)cc1
18) O=C(Cc1csc(NC(=O)Nc2ccc(Cl)cc2)n1)NC1CCCC1
21) Cc1cc(OCC(=O)N(C)C2CCCCC2)cc(C)c1Cl
24) O=C(Cc1ccc(Cl)cc1)Nc1ccc2c(c1)C(=O)NC2=O
27) CCc1ccccc1NC(=O)CN1CCN(C(=O)C(C)NC(=O)c2ccc(Cl)cc2)CC1 (stereo not given)
28) O=C(CCS(=O)(=O)Cc1ccc(Cl)cc1)NCCc1ccccc1
Compound	1	4	5	6	13	18	21	24	27	28
GC-A act	5	1	-2	1	nt	4	-5	4	2	2
ADAM10 inh	-4	0	14	0	-6	5	4	-185	0	7
FXN GAA850 act	nt	0.8	-0.5	nt	-0.3	2.5	4.6	-2.4	-1.4	1.2
GC-B act	-4	1	2	8	nt	-9	-2	1	5	1
ARFGAP1 inh	-2	0	-18	nt	16	7	1	2	13	1
rCAG binder	43*	3	86*	1	2	40*	-6	5	-9	4
proKLK7 act	0.3	0.2	0.6	0.8	0.0	0.6	0.0	-129	-0.4	-0.2
HGIII-sPLA2 inh	-19	0	-150	-6	2	-24	-6	-5	-1	-3
DDE Tn6 FP inh	3	6	-3	-6	-4	-17	-7	0	-17	5
ASAP1 inh	-20	6	-3	nt	4	-2	2	-2	5	-4
